core106 dimerization – blockers of core106 self-association – biochemical, TR-FRET, triplicate, confirmation (AID 2152); inhibition, % at 5 µM; actives 1% (n = 2,300); TR-FRET GST-/Flag-core106 dimerization, HTRF; hits give high values;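 active means mean inhibition over three replicate wells above the hit threshold derived in the earlier primary screen, cut at about 45% in these data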;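 further: 0% = DMSO wells and 100% = unlabelled core106 competitor control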
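Test system – GST- and Flag-tagged HCV core106 peptides, dimerization via antibody TR-FRET · Amount – 17 nM Flag- plus 13.5 nM GST-core106 · Schedule – 4 h incubation, 22.5 °C · Compound dosing – one 5 µM dose, 0.5% DMSO · Detection – TR-FRET, 340 nm excitation, 671/617 nm emission · Reagent – Eu(K)-anti-GST plus XL665-anti-FLAG antibodies · Read-out basis – percent inhibition from emission ratio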
The depositor's hits bear a star.

SMILES	core106 dimerization
COc1ccccc1C(=O)Nc1ccc2c(c1)CC1(C(=O)N(C)C(=O)N(C)C1=O)C1CCCN21 (centres undefined)	7.8
COc1ccccc1N1C(=O)NC(=O)/C(=C\c2cnn(-c3ccccc3)c2)C1=O	2.9

Screening results from PubChem.

These rows are one share of the data; count on the stated rates, not on these rows.
